High-throughput results as filed in PubChem BioAssay.
Pol iota inh – blocks human DNA polymerase iota activity; Potency, µM (titrated, usually from 115 µM), for the others: top-dose activity, negative = inhibition, hits mostly inhibitors; Pol iota fluorescent replication assay, 10 min; AID 588590; 390,000 compounds, 1% hits
Target sequence (Q9UNA4 whole entry, looked up): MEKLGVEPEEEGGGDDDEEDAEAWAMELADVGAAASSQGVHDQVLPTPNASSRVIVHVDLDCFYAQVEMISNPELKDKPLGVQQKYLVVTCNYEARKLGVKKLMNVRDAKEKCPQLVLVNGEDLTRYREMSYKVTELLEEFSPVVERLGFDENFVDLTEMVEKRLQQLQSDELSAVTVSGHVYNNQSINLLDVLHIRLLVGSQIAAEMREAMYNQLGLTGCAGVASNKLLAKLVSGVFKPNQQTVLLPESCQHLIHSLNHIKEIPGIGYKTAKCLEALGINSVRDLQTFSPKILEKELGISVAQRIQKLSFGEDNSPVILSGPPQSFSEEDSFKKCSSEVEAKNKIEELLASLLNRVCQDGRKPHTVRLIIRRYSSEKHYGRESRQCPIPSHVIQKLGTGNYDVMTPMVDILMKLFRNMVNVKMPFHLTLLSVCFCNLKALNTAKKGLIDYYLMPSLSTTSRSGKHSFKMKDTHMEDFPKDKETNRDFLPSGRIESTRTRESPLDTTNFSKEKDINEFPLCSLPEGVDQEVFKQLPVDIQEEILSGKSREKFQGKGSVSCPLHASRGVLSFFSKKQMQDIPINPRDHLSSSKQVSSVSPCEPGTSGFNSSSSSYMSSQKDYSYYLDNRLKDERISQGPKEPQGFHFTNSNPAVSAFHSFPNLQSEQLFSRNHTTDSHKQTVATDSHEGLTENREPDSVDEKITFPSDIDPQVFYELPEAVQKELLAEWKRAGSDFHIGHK
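Pol iota at 10 nM preincubated 15 min with compounds at room temperature; reaction started with fluorescent substrate, 50 nM final. Fluorescence read kinetically at 0 and 10 min; buffer-only wells as negative control.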
POLH inh – inhibitors of human DNA polymerase eta | AID 588591 | 390,000 compounds, 1.2% hits | Q9Y253 | Potency, µM (top dose mostly 114 µM), inactives show top-dose activity change, negative = inhibition, hits mostly inhibitors | recombinant Pol eta, fluorescent DNA replication assay; also: % is scaled to controls: 0 for no effect and ±100 for the full control effect
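Pol eta (10 nM) was preincubated with compounds for 15 min at room temperature, after which fluorescent replication substrate (50 nM final) was added to start the reaction. Fluorescence was read kinetically at 0 and 10 min.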
POLB inh – blocks human DNA polymerase beta activity | Pol beta primer extension/strand displacement, fluorescence kinetic | Potency, µM (top dose mostly 114 µM), for the others: at the top dose activity change, negative = inhibition, most hits filed as inhibitors | 340,000 compounds, 1.3% hits | AID 485314; also: % is scaled to controls: 0 for no effect and ±100 for the full control effect
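Enzyme-only controls used 10 nM Pol beta; buffer lacking enzyme served as negative control. Compound preincubated 15 min, then 50 nM substrate added; 0 and 10 min reads at room temperature.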
Anesthetic bind – candidate novel general anesthetic via apoferritin binding; 350,000 compounds, 0.074% hits; Potency, µM (doses to about 77.5 µM), without a hit: at the highest dose activity change, negative = displacement, usual class: inhibitors; AID 485281; apoferritin/1-aminoanthracene competitive binding, fluorescence; also: % is scaled to controls: 0 for no effect and ±100 for the full control effect; nearly all actives have a fitted effect of over 20% in size
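Apoferritin-based anesthetic binding model; compound displacement of fluorescent 1-AMA measured as endpoint fluorescence after 10 minutes at room temperature, scaled to free-ligand and complex controls.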
BAZ2B block – BAZ2B (human) inhibition. 360,000 compounds, 4.4% hits. AID 504333. AlphaScreen BAZ2B-H3K14Ac peptide displacement. Potency, µM (series often up to 114 µM), without a hit: at the top dose activity change, negative = inhibition, usual class: inhibitors; also: % is scaled to controls: 0 for no effect and ±100 for the full control effect; nearly all actives have a fitted effect of over 60% in size
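Multi-concentration screen (max 110 uM) measuring displacement of acetylated histone H3 peptide from BAZ2B by AlphaScreen, using 50 nM protein, 50 nM peptide and 10 ug/mL streptavidin donor plus Ni-chelate acceptor beads.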
G9a inh – blocks human histone lysine methyltransferase G9a; 350,000 compounds, 8.8% hits; G9a H3K9 monomethylation, AlphaScreen, 2 h; Potency, µM (highest dose often 102 µM), without a hit: top-dose activity, negative = inhibition, actives largely listed as inhibitors; Q96KQ7; also: % is scaled to controls: 0 for no effect and ±100 for the full control effect; nearly all actives have a fitted effect of over 75% in size
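G9a (20 nM) was preincubated 15 min with compound, then reacted 2 h at room temperature with 500 nM biotin-H3K9 peptide and 20 µM SAM. Monomethyl-H3K9 detected by AlphaScreen using anti-H3K9me1 antibody.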
Pol kappa inh – inhibitors of human DNA polymerase kappa; Q9UBT6; purified Pol kappa, fluorescent DNA synthesis assay, 10 min; Potency, µM (top dose mostly 107 µM), for the others: top-dose activity, negative = inhibition, hits mostly inhibitors; 400,000 compounds, 0.53% hits; AID 588579; also: % is scaled to controls: 0 for no effect and ±100 for the full control effect
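50 nM final substrate added after 15 min RT preincubation of 10 nM Pol kappa with compound; fluorescence read at 0 and 10 min.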
APEX1 inh – APE1 (human) endonuclease inhibition | Potency, µM (highest dose often 65.8 µM), for the others: at the top dose activity change, negative = inhibition, most hits filed as inhibitors | recombinant APE1, TAMRA/BHQ-2 abasic DNA cleavage fluorescence | 350,000 compounds, 0.35% hits;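 also: plate controls were vehicle for no effect and reference inhibitor for full effect; nearly all actives have a fitted effect of over 55% in size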
Target sequence (P27695 whole entry, looked up): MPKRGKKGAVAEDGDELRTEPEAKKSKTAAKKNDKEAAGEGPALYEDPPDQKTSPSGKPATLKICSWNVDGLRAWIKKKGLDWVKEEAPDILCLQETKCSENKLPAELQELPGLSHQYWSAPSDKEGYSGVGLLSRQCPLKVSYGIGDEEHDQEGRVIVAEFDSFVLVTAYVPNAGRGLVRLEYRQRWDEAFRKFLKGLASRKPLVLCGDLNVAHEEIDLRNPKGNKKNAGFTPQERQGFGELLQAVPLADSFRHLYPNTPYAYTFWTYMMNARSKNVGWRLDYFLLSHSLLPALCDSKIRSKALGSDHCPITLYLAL
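Compound pre-exposure to 0.75 nM APE1, 15 min at ambient temperature. Reaction initiated with 50 nM TAMRA/BHQ-2 THF substrate, read immediately in kinetic mode, 525 nm excitation, 598 nm emission.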
BLM helicase inh – blocks DNA unwinding by human BLM helicase; P54132; recombinant BLM DNA unwinding, fluorescence dequenching; Potency, µM (doses to about 56.1 µM), inactives show at the highest dose activity change, negative = inhibition, hits mostly inhibitors; 350,000 compounds, 0.2% hits; AID 2528;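 also: plate controls were vehicle for no effect and no enzyme for full effect; nearly all actives have a fitted effect of over 35% in size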
* hit, by the source's call; ? = inconclusive; . = not tested or not shown; & = joins results of further samples; [ ] = dose if it differs, or a comment. Calls follow the shape of the dose curve; as a rule, active = well fitted curve in the direction sought with a large enough effect; inconclusive = small, poorly fitted or top-dose-only effect, or another doubt; inactive = no such curve, though single readings can be large; an effect the other way counts as inactive or inconclusive. Potency is read from the fitted curve at half-maximal effect. Not all compounds are listed. The share of hits here may be higher or lower than overall.

smiles | Pol iota inh | POLH inh | POLB inh | Anesthetic bind | BAZ2B block | G9a inh | Pol kappa inh | APEX1 inh | BLM helicase inh
CCc1ccc(C(=O)N2CCN(c3ccc(NC(=O)c4ccco4)cc3)CC2)cc1 | 14% | -13% | 3% | -4% | 8% | -4% | -7% | 6% | 0%
COc1ccc(S(=O)(=O)Nc2c(C)nc3nc[nH]n3c2=O)cc1 | 76%&-25%[activator] | -8%&-15% | 29%&6% | 2%&-11% | 3%&-13% | ? | -2%&10% | ? | -2%&-3%
O=C(CCN1C(=O)C2C3C=CC(C3)C2C1=O)NC1CCCCC1 (stereo unspecified) | -3% | 3% | 0% | 1% | -11%[57.1 µM] | 4% | 3% | 38% | -5%
Cc1c(N=Cc2nc3ccccc3[nH]2)c(=O)n(-c2ccccc2)n1C | ? | -2% | -11% | -20% | 26% | 5%[59 µM] | -2% | -5% | 2%
Cc1ncc(CN2CCC(C(=O)Nc3ccc(-n4cccn4)cc3)CC2)s1 | 1% | -17% | 4% | -4% | 4% | 58%[activator] | -3% | 13% | 2%
COc1ccc(OCc2cc(C(=O)N3CCOCC3)no2)c(Cl)c1 | 33%[activator] | 1% | 16% | -3% | 0% | 12% | -1% | 2% | 0%
COc1ccc(OC)c(CNC(=O)Cn2nc(C)c3c(C)n(-c4ccc(C)cc4)nc3c2=O)c1 | ? | ? | 60%[activator] | -17% | ? | 18%[59 µM] | -8% | -8% | -16%
Cc1sc2nc(SCC(=O)O)[nH]c(=O)c2c1C | 48%[activator] | -5% | 0% | -3% | -17% | -5% | 3% | -2% | -2%
C=CCOc1cccc(C(=O)Nc2ncn[nH]2)c1 | 36%[activator] | -17% | 7% | 1% | 56µM* | ? | 6% | 19% | -4%
CCCc1cc(=O)[nH]c(SCCN2C(=O)c3ccccc3C2=O)n1 | 14% | 4% | 21% | -6% | -9% | -5% | 0% | 1% | 0%
Cc1csc(NC(=O)C2CCCCC2)n1 | 103%[activator] | 3% | 2% | ? | 1% | -2% | 2% | 25% | -10%
O=C(O)Cc1ccc2oc(-c3cccnc3)nc2c1 | -5% | -5% | -9% | 0% | -4% | -6% | -2% | -3% | -1%
CC(Oc1ccc(Br)cc1)C(=O)NCCCN1CCCC1=O (stereo unspecified) | 43%[activator] | -4% | . | . | . | . | -3% | 21% | .
Cc1ccc(S(=O)Cc2ccc(C(=O)NCc3ccc(OC(C)C)cc3)o2)cc1 (stereo unspecified) | 7% | -7% | -22% | -9% | -12% | -33%[59 µM] | -7% | . | -2%
CCOC(=O)/C=C/[C@H]1Cc2ccccc2CO1 | -13% | -2% | . | . | 53%[activator] | 15%[0.501 µM] | -10% | 19% | .
CCCC[C@@H]1CNC(=O)C(=O)N1CCc1cc(C(F)(F)F)cc(C(F)(F)F)c1 | 48%[activator] | -25% | -1% | -18% | -3% | 38%[59 µM] | 1% | 1% | -4%
Cc1nc2c(C#N)c[nH]n2c(=O)c1Cc1ccccc1 | 12% | -1% | -1% | -6% | 4% | . | -4%[60.1 µM] | 7% | 4%
N#Cc1cc2c(nc1SCC(O)CS(=O)(=O)Cc1ccc(Cl)cc1)CCCC2 (stereo unspecified) | ? | -7% | 5% | 1% | -7% | ? | -11% | 10% | -14%
Cc1c(C(=O)N2CCCCCC2)c(S(=O)(=O)Nc2cccc(C#N)c2)c(C)n1C | 24% | -14% | 1% | -4% | -15% | 3%[59 µM] | -2% | . | 0%
C=CCn1c(C)csc1=Nc1ccc(C(C)=O)cc1 | 47%[activator] | -2% | 15% | -17% | 45µM* | ? | -7% | 2% | -4%
COc1ccccc1-n1nc(C(=O)O)c2ccccc2c1=O | -3% | -10% | 3% | -6% | 6% | ? | -5% | 0% | 2%
COc1ccc(Br)cc1S(=O)(=O)N1CCCc2ccccc21 | 26% | -12% | 8% | -18% | 0% | 60%[activator] | 5% | 17% | -11%
CCOC(=O)CNc1c(N2CCN(c3ccccn3)CC2)c(=O)c1=O | 26% | -22% | 3% | -2% | 4% | -40% | 3% | -4% | 2%
CCOc1cc(NC(=S)NCCOC)c(OCC)cc1NC(=O)c1cccs1 | 24% | 8% | 18% | -11% | 4% | . | -13% | 6% | -1%
Cc1nc(CN2CCN(C(=O)CCc3nnc(Cc4c[nH]c5ccccc45)o3)CC2)cs1 | 17% | -4% | 12% | -12% | -4% | 3% | -9% | 2% | -6%
Cc1cccc(Cn2c(C)c(CNC3CCCCCC3)c(C(=O)O)c2C)c1 | -14% | -2% | 10% | -11% | -9% | 3%[59 µM] | -11% | . | 0%
CC(C)NC(=O)c1onc(CSc2ccc(C(C)C)cc2)c1C(=O)O | -5% | -2% | 31% | ? | -36% | -4%[0.501 µM] | 7% | ? | -4%
Cc1cccc(CNc2ccnc(-c3cccc(NS(C)(=O)=O)c3)n2)c1 | . | . | . | -23% | . | . | -10%[60.1 µM] | 4% | -7%
Cc1nn(-c2ccccc2)c2ncc(C(=O)c3cc(Cl)ccc3O)cc12 | 0% | -17% | 15% | -12% | ? | 0.79µM* | -5% | 1% | -10%
COc1c(C)cc(Br)cc1C(=O)NC(=S)NCc1ccco1 | -16% | -23% | -3% | -11% | 12% | 47%[activator] | -7% | 43% | -9%
CC1CCN(C(=O)CSc2nc3c(c(=O)n2C)SCC3)CC1 | 18% | -12% | -11% | -13% | -15% | 25% | -17% | 34% | 1%
COc1ccc(N(Cc2ccccc2)S(=O)(=O)c2cccc(C(=O)Nc3ncccc3C)c2)cc1 | -53% | -7% | . | . | 0% | -4%[59 µM] | -34% | 11% | .
COc1ccc(C(=O)Nc2ccnn2C2CCN(Cc3ccccn3)CC2)cc1 | 63%[activator] | -1% | 2% | -10% | -25%[57.1 µM] | 50µM* | -3% | 15% | -1%
CCc1ccc(N=C2NC(=O)/C(=C/c3cc(Br)c(OCC(=O)O)c(OC)c3)S2)cc1 | 40µM* | 35µM* | 16µM* | -7% | 50µM* | 50µM* | ? | -20% | -5%
COc1ccc(CNc2c(C(=O)O)cnc3c2cnn3C)cc1 | -11% | 1% | 2% | 1% | -18% | -36% | -15% | -10% | -2%
Cc1c(C(=O)Nc2cccc([N+](=O)[O-])c2)csc1-c1ccccc1 | -1% | -10% | -10% | -20% | -2% | 1% | -8% | ? | -4%
O=C(CSc1ncn[nH]1)N1N=C2/C(=C/c3ccccc3)CCCC2C1c1ccccc1 (stereo unspecified) | 14% | -16% | -26%[57.1 µM] | -22% | -25% | 11µM* | -8%[60.1 µM] | 1% | -11%
CN(C)S(=O)(=O)c1ccc(NC(=O)c2ccncc2)cc1 | 29% | 1% | -6% | -13% | -16% | 5% | -3% | -5% | -1%
COc1ccc(F)cc1S(=O)(=O)NC(Cc1ccccc1)C(N)=O (stereo unspecified) | 6% | 5% | 20% | -4% | 5% | -2% | 1% | 2% | -2%
Cc1ccc(S(=O)(=O)Nc2ccc(C(=O)N3CCOCC3)cc2)cc1 | 137%[activator] | -9% | 18% | 0% | -16% | 0% | 9% | 70%[activator] | -3%
O=C(Nc1cccc(-c2nnc(-c3ccccc3)o2)c1)C1CCCCC1 | ? | -12% | ? | 36% | -2% | -1%[59 µM] | -6% | 14% | -3%
O=C(Nc1ccc(F)cc1)Nc1ccc2c(c1)OCO2 | 21% | -18% | 3% | -13% | -17% | 4% | -2% | -1% | -1%
CCOC(CNC(=O)c1cc(C)nn1-c1ccccc1)OCC | 45%[activator] | -16% | -10% | -5% | 7% | -41%[2.33 µM] | -10% | 2% | 2%
CC(Oc1ccc(Cl)cc1Cl)C(=O)NCCCN(C)C (stereo unspecified) | 12% | -1% | 20% | -8% | 6% | 21%[59 µM] | -3% | -2% | 0%
O=c1[nH]c(CN2CCc3ccccc3C2)nc2ccccc12 | 71%[activator] | -17% | 4% | -7% | -5% | ? | -9% | 13% | -8%
CCOC(=O)c1c(C)n(C)c2cc(Br)c(C(=O)OC)cc12 | -1% | -1% | -4% | -3% | -7% | ? | -7% | -5% | 0%
O=C(NNC1=C(C(=O)C(F)(F)F)CCC1)c1cccc(O)c1 | 8% | -10% | 4% | -5% | 0% | 1%[59 µM] | -7% | 1% | -13%
COc1ccc(/C=C(\C#N)C(=O)c2c(C)[nH]c3ccccc23)cc1OC | 6% | 14% | ? | ? | ? | ? | 4% | -2% | -8%

For convenience, four of the compounds above.
smiles | Pol iota inh | POLH inh | POLB inh | Anesthetic bind | BAZ2B block | G9a inh | Pol kappa inh | APEX1 inh | BLM helicase inh
O=c1[nH]c(CN2CCc3ccccc3C2)nc2ccccc12 | 71%[activator] | -17% | 4% | -7% | -5% | ? | -9% | 13% | -8%
CCOC(=O)c1c(C)n(C)c2cc(Br)c(C(=O)OC)cc12 | -1% | -1% | -4% | -3% | -7% | ? | -7% | -5% | 0%
O=C(NNC1=C(C(=O)C(F)(F)F)CCC1)c1cccc(O)c1 | 8% | -10% | 4% | -5% | 0% | 1%[59 µM] | -7% | 1% | -13%
COc1ccc(/C=C(\C#N)C(=O)c2c(C)[nH]c3ccccc23)cc1OC | 6% | 14% | ? | ? | ? | ? | 4% | -2% | -8%

Next records:
smiles | Pol iota inh | POLH inh | POLB inh | Anesthetic bind | BAZ2B block | G9a inh | Pol kappa inh | APEX1 inh | BLM helicase inh
COc1ccccc1NC(=O)c1csc2c1CCC(C)C2 (stereo unspecified) | -21% | -3% | 0% | -20% | -26% | ? | -1% | 7% | 2%
Cc1ccc(S(=O)(=O)N(CCC(=O)O)c2ccccc2)cc1 | -5% | -12% | 1% | -3% | -6% | 56µM* | -3% | 0% | 4%
CC(C)(C)OC(=O)C[C@@H]1C/C=C\C[C@@H](CC(=O)NCCO)C(=O)NC[C@H](c2ccccc2)OC1=O | 17% | -10% | . | . | . | . | 7% | -1% | .
Cc1sc(NC(=O)c2cc(-c3ccccc3)nc3ccccc23)c(C(N)=O)c1C | 12% | -22% | 20% | 6% | -29% | 15%[59 µM] | -11% | -4% | -1%
CCc1ccccc1S(=O)(=O)Cc1ccc(C(=O)NCCc2ccc(C)cc2)o1 | 4% | -14% | -3% | -8% | -2% | 3%[59 µM] | -9% | . | -3%
Cc1ccc(Nc2nnc(SCc3nc4ccccc4c(=O)[nH]3)s2)cc1 | 16% | 7% | -26% | -12% | -37% | ? | 14% | -3% | -9%
O=C(CCn1c(=O)c2cccn2c2cccnc21)NCc1ccc(F)cc1 | 22% | -11% | 8% | -1% | -13% | -7%[59 µM] | -22% | . | -1%
